Screening data (PubChem BioAssay)
FadD28 binding: inhibitors of FadD28 bisubstrate probe binding, primary screen, biochemical, fluorescence polarization, single point. inhibition, % at 12.5 µM. 360,000 tested, 0.22% active. AID 588549, 2011; in the data active = inhibition above about 8.5%, passing the limit was not always enough; inconclusive = no clear call, values can overlap the other calls
CCHF vOTU inh: CCHFV vOTU protease inhibitors, primary screen, biochemical, Pep-AMC substrate, fluorescence; 370,000 tested, 0.55% active; AID 651958, 2012; Crimean-Congo hemorrhagic fever virus L polyprotein viral ovarian tumor (vOTU) protease …; inhibition, % at 11.5 µM; note: 0% = vehicle wells with enzyme and 100% = no enzyme wells
PrPC TRFRET: inhibitors of human cell surface prion protein PrPC, primary screen, cell-based, TR-FRET; 370,000 tested, 0.43% active; TR-FRET read-out; Major prion protein (Homo sapiens), P04156; AID 720596, 2013; inhibition, % at 13.8 µM; in the data active = inhibition above about 24%; note: 0% = median of the test wells and 100% = reference compound wells
BoNT A protease: BoNT/A light chain protease inhibitors, primary screen, biochemical, flow cytometry, MLPCN library | Botulinum neurotoxin type A light chain protease (Clostridium botulinum A str. ATCC 3502) | multiplex microsphere protease substrate cleavage | AID 588499, 2011 | 360,000 tested, 0.17% active | inhibition, % at 10 µM; in the data active = inhibition above about 30%; inconclusive = no clear call, values can overlap the other calls; note: plate controls were buffer without enzyme for full effect and enzyme alone for no effect
BoNT F protease: BoNT/F light chain protease inhibitors, primary screen, biochemical, flow cytometry, MLPCN library. Multiplex microsphere protease cleavage assay. inhibition, % at 10 µM. 360,000 tested, 0.22% active; in the data active = inhibition above about 35%, passing the limit was not always enough; inconclusive = no clear call, values can overlap the other calls; note: plate controls were buffer without enzyme for full effect and enzyme alone for no effect
Mtb UGM inh: M. tuberculosis UGM enzyme inhibitors, primary screen, biochemical, fluorescence polarization, single point | purified UGM, fluorescence polarization probe displacement | inhibition, % at 10 µM | 320,000 tested, 0.06% active; in the data active = inhibition above about 10%, passing the limit was not always enough; inconclusive = no clear call, values can overlap the other calls
Target sequence (P9WIQ1 whole entry, looked up): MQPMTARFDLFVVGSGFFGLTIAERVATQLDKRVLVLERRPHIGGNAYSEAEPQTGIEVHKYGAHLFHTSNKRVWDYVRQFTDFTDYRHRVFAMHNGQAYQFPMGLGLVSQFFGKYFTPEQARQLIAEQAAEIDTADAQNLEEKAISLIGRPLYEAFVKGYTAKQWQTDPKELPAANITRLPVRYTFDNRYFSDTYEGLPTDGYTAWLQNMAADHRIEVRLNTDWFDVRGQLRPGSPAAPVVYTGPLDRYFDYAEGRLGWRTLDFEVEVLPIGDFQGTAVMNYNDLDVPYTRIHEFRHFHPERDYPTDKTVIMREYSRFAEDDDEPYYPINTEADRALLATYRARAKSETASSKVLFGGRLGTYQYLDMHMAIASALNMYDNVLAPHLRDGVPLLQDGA
Mtb BioA inh: M. tuberculosis BioA enzyme inhibitors, primary screen, biochemical, plate reader, single point, HTS; purified M. tuberculosis BioA enzyme; inhibition, % at 9.99 µM; 360,000 tested, 0.096% active; 7,8-diaminopelargonic acid synthase BioA (Mycobacterium tuberculosis); AID 602481, 2012; in the data active = inhibition above about 40%; inconclusive = no clear call, values can overlap the other calls
Mtb FBA inh: Mtb FBA enzyme inhibitors, primary screen, biochemical, fluorescence, strain H37Rv. purified M. tuberculosis FBA, fluorescence read-out. inhibition, % at 1 µM. AID 588726, 2011. 360,000 tested, 2.3% active. Fructose-bisphosphate aldolase (Mycobacterium tuberculosis (strain ATCC 25618 / H37Rv)), …; in the data active = inhibition above about 27%;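 note: 0% = vehicle and 100% = reference inhibitor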
Target sequence (P9WQA3 whole entry, looked up): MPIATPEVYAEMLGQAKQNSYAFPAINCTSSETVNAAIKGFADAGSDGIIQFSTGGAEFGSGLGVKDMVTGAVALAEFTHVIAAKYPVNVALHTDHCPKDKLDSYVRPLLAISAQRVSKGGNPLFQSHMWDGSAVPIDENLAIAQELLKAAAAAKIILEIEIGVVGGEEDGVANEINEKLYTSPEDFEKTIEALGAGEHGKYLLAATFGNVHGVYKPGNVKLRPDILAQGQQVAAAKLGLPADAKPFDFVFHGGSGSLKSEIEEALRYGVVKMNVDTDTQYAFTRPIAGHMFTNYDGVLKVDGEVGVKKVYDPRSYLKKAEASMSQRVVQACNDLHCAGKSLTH
GDH-TPI inh: GDH-TPI coupling enzyme inhibitors, primary screen, artefact control for M. tuberculosis FBA inhibitor project, biochemical, absorbance, full deck. GDH-TPI coupled enzyme counterscreen, NADH absorbance. AID 588335, 2011. 360,000 tested, 1.2% active. inhibition, % at 4.8 µM;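 note: 0% = DMSO wells and 100% = wells lacking the enzyme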
An asterisk follows results filed as active; ? = inconclusive; . = no result given; & = joins results of further samples. Cut-off read from the data, not from the text of the source, unless noted: active = inhibition above about 30%; inactive = the rest. An excerpt; rates above refer to the full screens.

1. Cn1c(=O)c2c(ncn2CC2OCCO2)n(C)c1=O
2. C[C@]12CCC(=O)C=C1CC[C@@H]1[C@@H]2CC[C@@]2(C)[C@H]1CC[C@]2(O)C(=O)CO
3. C1CCC(C(CC2CCCCN2)C2CCCCC2)CC1 (configuration not stated)
4. OC(C#CCN1CCCC1)(c1ccccc1)c1ccccc1
5. Cc1ccc(CN2CCN(Cc3cccc4nccnc34)CC2CCO)cc1 (configuration not stated)
6. CCOc1ccccc1C(N)=O
7. c1ccc(CN(CC2=NCCN2)c2ccccc2)cc1
8. OCCN1CCN(CCCN2c3ccccc3Sc3ccc(Cl)cc32)CC1
Assay by compound,1,2,3,4,5,6,7,8
FadD28 binding,0.2,-0.6,-5.7&-4.5,-1.8,-3.7,-3.2,-1.5&-2.1,-0.4
CCHF vOTU inh,-4.0,13.7,3.1&8.2,-5.5,-8.0,7.0,7.2&0.4,-9.3
PrPC TRFRET,-5.2,7.1,4.6&8.4,-3.2,-10.1,7.3,-5.7&0.8,-19.0
BoNT A protease,1.4,-0.1,-0.1&0.2,-0.5,-0.1,-0.3,-0.6&-2.0,-0.6
BoNT F protease,2.5,-6.6,-21.3&-5.2,4.1,-2.7,3.7,-3.4&-24.8,-10.5
Mtb UGM inh,1.1,-3.1,0.9,-1.8,-0.2,.,-2.0&0.1,-2.4
Mtb BioA inh,-1.7,-9.4,2.4&2.2,-0.1,1.4,-1.4,1.4&0.9,1.0
Mtb FBA inh,3.5,1.7,3.9&0.1,0.1,-3.4,-1.4,4.2&7.5,-0.7
GDH-TPI inh,3.3,5.7,-6.3&11.9,-1.0,-1.6,4.2,4.3&5.7,11.9

9. COc1ccccc1N1CCN(CCCNc2cc(=O)n(C)c(=O)n2C)CC1
10. CC(=O)c1ccc(S(=O)(=O)NC(=O)NC2CCCCC2)cc1
11. COc1ccc(C(=O)NCc2ccc(OCCN(C)C)cc2)cc1OC
12. CC12CCC(CC1)C(C)(C)O2
13. O=C(CCN1CCC(c2ccccc2)C1)c1ccc2c(c1)OCCO2 (configuration not stated)
14. CCOC(=O)c1ccc(N)cc1
15. CC(=O)Nc1ccc(C(=O)O)cc1
16. CN1CCN(C(c2ccccc2)c2ccccc2)CC1
Assay by compound,9,10,11,12,13,14,15,16
FadD28 binding,-4.2,-1.6,1.7,-4.4,0.1,-1.4,-0.8,-2.4
CCHF vOTU inh,-4.4,-8.7,-2.6,1.6,9.0,-3.5,-2.9,9.2
PrPC TRFRET,-3.5,-4.5,-1.9,4.2,-1.0,15.3,0.8,-0.2
BoNT A protease,-0.2,-0.5,-0.4,-0.6,-1.3,-0.7,-0.4,-4.1
BoNT F protease,-9.8,-7.2,-9.7,-0.2,-11.1,-10.2,10.5,-17.9
Mtb UGM inh,-1.7,1.9,0.7,3.1,.,-0.4,.,-1.1
Mtb BioA inh,0.3,-1.2,-0.7,-0.8,0.9,-0.6,-2.2,1.3
Mtb FBA inh,-2.4,0.8,2.9,-1.9,-0.4,-0.9,2.6,-2.9
GDH-TPI inh,-3.1,0.5,8.8,-9.8,6.3,-0.5,0.0,1.4

17. CCC(C)n1ncn(-c2ccc(N3CCN(c4ccc(OCC5COC(Cn6cncn6)(c6ccc(Cl)cc6Cl)O5)cc4)CC3)cc2)c1=O (configuration not stated)
18. O=C(c1ccc(F)cc1)C1CCN(CCn2c(=O)[nH]c3ccccc3c2=O)CC1
19. COc1ccc(C(=O)CC(=O)c2ccc(C(C)(C)C)cc2)cc1
20. Cc1cc(Nc2cc(N3CCN(C)CC3)nc(Sc3ccc(NC(=O)C4CC4)cc3)n2)n[nH]1
21. O=C(NCCc1c[nH]c2ccccc12)c1cccnc1
22. CC[n+]1c(C)sc2cc(OC)ccc21
23. CCOc1ccc(C(=O)OCCN(CC)CC)cc1
24. CCN(CC)CCNC(=O)c1cc(Cl)c(N)cc1OC
Assay by compound,17,18,19,20,21,22,23,24
FadD28 binding,1.5,-1.6&-0.7,-2.5,-4.2,-1.9,-2.8,-0.7,-3.2
CCHF vOTU inh,26.2,0.1&-1.1,1.2,13.3,0.8,-4.9,8.4,3.3
PrPC TRFRET,-2.8,-9.3&-4.2,0.2,-7.6,-3.8,-6.9,-6.2,-4.6
BoNT A protease,-0.9,0.3&-0.4,-0.7,-0.1,0.3,0.5,-0.1,0.4
BoNT F protease,-0.2,-4.7&-3.3,-5.6,-9.0,0.2,-8.9,-5.7,1.3
Mtb UGM inh,1.6,0.0,.,-0.7,-0.8,0.0,2.0,0.3
Mtb BioA inh,-1.7&0.1,-4.8&-3.5,-1.2,1.3,1.8,.,1.5,-2.1
Mtb FBA inh,6.2,4.8&5.7,2.8,0.5,-2.5,-2.6,9.3,0.4
GDH-TPI inh,1.4,-1.4&7.2,-1.4,5.3,0.5,1.5,0.7,-2.4

25. CN(C)CCOC(C)(c1ccccc1)c1ccccn1 (configuration not stated)
26. CN1CCN(CCC(=O)N2c3ccccc3Sc3ccc(C(F)(F)F)cc32)CC1
27. CCCCCCO
28. Cc1c(NC(=O)c2cccnc2)c(=O)n(-c2ccccc2)n1C
29. CC(=O)NC(Cc1ccccc1)C(=O)O (configuration not stated)
30. c1ccc(CC2=NCCN2)cc1
31. CCCNC(C)C(=O)Nc1c(C)csc1C(=O)OC (configuration not stated)
32. Cc1cc(-c2ccccc2)nnc1NCCN1CCOCC1
Assay by compound,25,26,27,28,29,30,31,32
FadD28 binding,0.3,-2.1,-0.5,-0.1,-1.4,-2.0,-2.9,-0.5
CCHF vOTU inh,-1.0,0.9,-5.6,11.8,-2.9,4.9,7.4,-1.0
PrPC TRFRET,1.7,-6.7,3.0,8.4,0.9,-2.6,5.0,4.2
BoNT A protease,-0.1,0.6,0.3,3.8,-0.4,-0.2,-1.1,-0.5
BoNT F protease,-3.6,5.6,-3.6,58.9*,-1.1,-7.4,-7.4,-7.4
Mtb UGM inh,-0.5,-2.7,0.1,-1.1,-0.4,-0.6,-1.1,-2.8
Mtb BioA inh,0.6,0.3,-1.3,0.0,2.3,-0.5,-1.8,1.4
Mtb FBA inh,0.2,-1.9,-0.8,4.6,-0.7,4.6,0.1,-0.2
GDH-TPI inh,2.6,-0.8,6.2,-5.4,0.7,2.4,-5.3,1.4

Some of the entries so far, tab-delimited.
no.	Compound	FadD28 binding	CCHF vOTU inh	PrPC TRFRET	BoNT A protease	BoNT F protease	Mtb UGM inh	Mtb BioA inh	Mtb FBA inh	GDH-TPI inh
26	CN1CCN(CCC(=O)N2c3ccccc3Sc3ccc(C(F)(F)F)cc32)CC1	-2.1	0.9	-6.7	0.6	5.6	-2.7	0.3	-1.9	-0.8
30	c1ccc(CC2=NCCN2)cc1	-2.0	4.9	-2.6	-0.2	-7.4	-0.6	-0.5	4.6	2.4

The list goes on:
33. C=CC1=C(C(=O)O)N2C(=O)[C@@H](NC(=O)/C(=N\O)c3csc(N)n3)[C@H]2SC1 (stereo in doubt)
34. CC(=O)c1ccc2c(c1)N(CCCN(C)C)c1ccccc1S2
35. Oc1ccc(/C=C/c2cc(O)cc(O)c2)cc1
36. CCOc1ccc(NC(=O)Cn2cc(C(=O)c3ccco3)c3ccccc32)cc1
37. NC(=O)c1cccc(-c2cc(Nc3ccc(OC(F)(F)F)cc3)ncn2)c1
38. CC1(C)Cc2c(sc(NC(=S)NC(=O)c3ccccc3)c2C(=O)O)CO1
39. C/C=C(/C)C(=O)O[C@@H]1c2c(ccc3ccc(=O)oc23)OC(C)(C)[C@@H]1OC(=O)/C(C)=C\C
40. CC(=O)OCC1=C[C@@H]2OC(=O)C3=CO[C@@H](O[C@@H]4O[C@H](CO)[C@@H](O)[C@H](O)[C@H]4O)[C@H]1[C@@H]32
Assay by compound,33,34,35,36,37,38,39,40
FadD28 binding,-3.1,-2.8,-0.8,-2.7,-11.1,-1.0,0.6,1.0
CCHF vOTU inh,0.3,0.8,-0.2,-1.7,23.7,-0.7,21.1,-0.9
PrPC TRFRET,-1.0,-5.9,0.4,-2.6,51.3*,-4.4,13.8,-5.0
BoNT A protease,-0.7,0.8,-1.3,14.1,0.4,-0.1,-0.5,0.1
BoNT F protease,-1.1,6.4,-6.7,10.7,-6.4,0.9,-12.7,-0.4
Mtb UGM inh,0.5,.,-2.6,0.5,-1.4,6.3,1.6,0.5
Mtb BioA inh,-1.7,0.0,0.7,-0.9,-0.8,.,-1.5,-2.5
Mtb FBA inh,-2.4,-3.5,3.1,-2.4,-0.2,2.9,2.8,-0.4
GDH-TPI inh,4.3,7.8,9.2,14.1,12.9,10.9,16.2,6.0

As entered above.
Reading of no. 34 in Mtb BioA inh: 0.0
Reading of no. 35 in FadD28 binding: -0.8
Reading of no. 37 in Mtb UGM inh: -1.4
Reading of no. 36 in Mtb BioA inh: -0.9

The list continues:
41. COC(=O)c1ccc(O)cc1
42. Cc1nc2ccccn2c(=O)c1CCN1CCC(C(=O)c2ccc(F)cc2)CC1
43. CC(COc1ccccc1)NC(C)C(O)c1ccc(O)cc1 (configuration not stated)
44. CN1CCOC(c2ccccc2)c2ccccc2C1 (configuration not stated)
45. COc1ccc(/C=C/C(=O)Nc2ccccc2C(=O)O)cc1OC
46. O=S(=O)(c1cccc2cnccc12)N1CCCNCC1
47. CC1(C)OC2CC(=O)OCC23C1CC(=O)C1(C)C3CCC2(C)C(c3ccoc3)OC(=O)C3OC321 (configuration not stated)
48. CCN(CC)CCOC(=O)C1(c2ccccc2)CCCC1
Assay by compound,41,42,43,44,45,46,47,48
FadD28 binding,-0.6,-2.3,0.1,-3.1,-6.5,-4.7,-2.4,-3.2
CCHF vOTU inh,1.6,3.6,-2.6,18.5,8.8,.,-2.5,-2.3
PrPC TRFRET,-1.5,-14.2,-5.0,2.7,-2.4,.,-1.4,1.4
BoNT A protease,-0.3,-0.5,-1.6,-0.9,-0.1,-0.4,-0.2,-1.4
BoNT F protease,?,-5.1,-10.4,-2.3,1.9,-18.0,0.9,-6.4
Mtb UGM inh,.,2.5,-0.8,-2.6,2.6,0.3,.,-0.4
Mtb BioA inh,0.7,0.5,-3.0,4.8,-1.0,-0.4,-1.0,-1.1
Mtb FBA inh,-0.3,1.4,2.1,0.1,4.5,-1.6,-0.2,2.5
GDH-TPI inh,0.0,6.3,-1.4,-15.0,46.9*,-1.4,-3.5,-6.2

Along the list, as entered above:
Entries 39–46 in BoNT F protease read -12.7, -0.4, ?, -5.1, -10.4, -2.3, 1.9, -18.0
Entries 39–46 in FadD28 binding read 0.6, 1.0, -0.6, -2.3, 0.1, -3.1, -6.5, -4.7

Carrying on:
49. CCCn1cnc2c1c(=O)n(CCCCC(C)=O)c(=O)n2C
50. O=C(CCNNC(=O)c1ccncc1)NCc1ccccc1
51. CC[N+](C)(CC)CCOC(=O)C(O)(c1ccccc1)C1CCCCC1 (configuration not stated)
52. NC(=O)c1cn(Cc2c(F)cccc2F)nn1
53. COc1cc2c(c(OC)c1OC)-c1c(cc3c(c1OC)OCO3)[C@@H](OC(C)=O)[C@H](C)[C@H](C)C2
Assay by compound,49,50,51,52,53
FadD28 binding,-5.0,-0.9,-1.1,-4.4,-0.9
CCHF vOTU inh,-1.4,4.5,-3.5,9.8,-6.7
PrPC TRFRET,5.8,-2.1,0.0,-0.9,-3.0
BoNT A protease,0.1,0.7,-0.7,0.4,-0.4
BoNT F protease,6.0,9.7,1.8,2.7,-2.9
Mtb UGM inh,-2.0,1.5,3.6,-1.5,2.1
Mtb BioA inh,0.9,0.4,0.7,0.8,-0.4
Mtb FBA inh,0.2,4.0,0.2,2.2,-2.3
GDH-TPI inh,2.6,17.1,7.2,-11.9,2.6
